# Assay outcomes deposited in PubChem BioAssay by PCMD.
# FXIa inh mix = blocks human factor XIa in pooled compound mixtures; purified FXIa, fluorogenic substrate; inhibition, % at 5 µM; hit rate 0.19% among 62,000; P03951;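 further: each value is inhibition by a whole ten-compound pool holding the compound; 0% = enzyme with no mixture and 100% = wells lacking enzyme; strong numbers were not always called active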
# CatB mix inh = human cathepsin B inhibition by mixtures; Purified cathepsin B, AMC dipeptide fluorescence, compound mixtures; inhibition, %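 (ten-compound pools at 5 µM per compound and 50 µM total)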; P07858; hit rate 0.06% among 62,000; AID 488; in the data active means inhibition above about 22%, passing the limit was not always enough;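 further: 0% = enzyme without compound and 100% = no enzyme blank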
# CatL inh = inhibitors of human cathepsin L. purified cathepsin L, fluorogenic substrate, fluorescence. hit rate 0.17% among 58,000. inhibition, %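 (tested at 10 µM)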. AID 460. P07711; in the data active means inhibition above about 45%;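 further: 0% = enzyme with no compound and 100% = no enzyme blank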
# Target sequence (P07711 114-288 limits assumed): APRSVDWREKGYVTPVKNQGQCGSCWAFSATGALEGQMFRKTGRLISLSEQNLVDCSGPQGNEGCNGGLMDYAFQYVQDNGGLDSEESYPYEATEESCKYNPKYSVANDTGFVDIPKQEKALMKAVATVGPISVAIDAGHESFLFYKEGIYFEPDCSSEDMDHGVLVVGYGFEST
# Target sequence (P07711 292-333 limits assumed): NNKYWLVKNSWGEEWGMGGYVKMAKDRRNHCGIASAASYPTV
# CatB inh = inhibitors of human cathepsin B; P07858; purified cathepsin B, fluorogenic substrate, fluorescence; inhibition, %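 (tested at 10 µM)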; hit rate 0.1% among 63,000; AID 453; in the data active means inhibition above about 21%;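 further: 0% = enzyme with no compound and 100% = no enzyme blank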
# AP complement = alternative pathway complement inhibition, orthogonal assay; hit rate 0.08% among 62,000; Human serum alternative complement pathway, LPS-coated ELISA, C3 deposition; tested in compound mixtures; inhibition, % at 5 µM;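 active means inhibition above 30% in each of the two pooled mixtures holding the compound, so the lower value exceeds 30%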;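 further: 0% = serum in Mg-EGTA without compound and 100% = EDTA serum blank; some compounds past the cut are filed as inactive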
#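 Assay system: human serum alternative complement pathway, C3 deposition on LPS-coated wells; Dosing: 5 µM per compound in ten-compound mixtures; Detection: Anti-C3 ELISA, OD 450 nm; Buffer or medium: Mg2+-EGTA GVB++ buffer containing human serum at 1:15 dilution; Timing: 1 h at 37 °C; Replication: two different pools per compound.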
# FXIIa mix inh = inhibitors of human coagulation factor XIIa, pooled mixtures. P00748. purified FXIIa, fluorogenic substrate. inhibition, % at 5 µM. hit rate 0.2% among 62,000. AID 684;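 further: 0% = enzyme without compound and 100% = no enzyme blank; some results filed as inactive read as strong as hits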
# CatG inh = inhibitors of human cathepsin G. purified enzyme, AMC-tetrapeptide fluorescence, pooled mixtures. inhibition, % at 5 µM (by protocol). hit rate 0.2% among 62,000;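 active means inhibition above 20% in each of the two mixture wells holding the compound; inactive means inhibition of 20% or less in either well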;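 further: 0% = enzyme control without mixture and 100% = blank lacking enzyme; strong numbers were not always called active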
# C1s block = human complement C1s inhibition | purified C1s, fluorogenic AMC substrate, pooled mixtures | mean inhibition % of two 10-compound mixtures (stronger effect = higher value), % at 5 µM (by protocol) | hit rate 0.16% among 62,000;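 active means inhibition above 20% in each of the two 10-compound mixture wells holding the compound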;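 further: 0% = enzyme wells lacking compound mixture and 100% = no-enzyme blank wells; some compounds called inactive have numbers as strong as hits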
# Target sequence (P09871 16-437 limits assumed): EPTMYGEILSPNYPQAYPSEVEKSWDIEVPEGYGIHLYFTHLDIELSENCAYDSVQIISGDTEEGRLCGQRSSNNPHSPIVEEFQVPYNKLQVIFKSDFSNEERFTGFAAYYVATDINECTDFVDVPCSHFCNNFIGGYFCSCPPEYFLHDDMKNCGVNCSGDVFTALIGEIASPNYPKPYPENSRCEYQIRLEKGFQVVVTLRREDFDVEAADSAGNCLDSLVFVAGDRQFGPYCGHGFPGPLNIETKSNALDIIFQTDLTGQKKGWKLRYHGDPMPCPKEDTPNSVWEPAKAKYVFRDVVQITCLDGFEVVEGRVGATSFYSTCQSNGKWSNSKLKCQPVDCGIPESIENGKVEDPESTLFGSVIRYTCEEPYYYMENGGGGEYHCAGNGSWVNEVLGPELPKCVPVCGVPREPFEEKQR
# Target sequence (P09871 438-688 limits assumed): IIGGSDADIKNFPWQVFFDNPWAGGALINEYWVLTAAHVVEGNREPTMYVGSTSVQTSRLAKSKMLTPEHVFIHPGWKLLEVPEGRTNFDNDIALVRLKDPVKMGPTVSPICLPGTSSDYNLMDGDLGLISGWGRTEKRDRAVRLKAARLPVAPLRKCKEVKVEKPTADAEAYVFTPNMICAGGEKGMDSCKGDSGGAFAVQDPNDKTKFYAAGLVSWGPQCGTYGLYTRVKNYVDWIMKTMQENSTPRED
# CatS block = human cathepsin S inhibition | P25774 | recombinant cathepsin S, AMC dipeptide fluorescence, pooled mixtures | inhibition, %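 (tested at 5 µM per compound within 10-compound mixtures)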 | hit rate 0.06% among 62,000 | AID 501; in the data active means inhibition above about 32%, passing the limit was not always enough;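 further: 0% = enzyme without compound and 100% = blank without enzyme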
# * marks the source's active call; other numbers are inactive results; · = no result given. Unless noted, no stated cut-off is given here; in the data, active means inhibition above about 20% (passing the limit was not always enough); inactive means the rest. These rows are one share of the data; rates above refer to the full screens.
FXIa inh mix	CatS block	AP complement	C1s block	CatB mix inh	CatL inh	CatG inh	CatB inh	FXIIa mix inh	smiles
1	11	-20	-11	5	28	-15	0	4	COCCOC(=O)C1=C(C)N(Cc2ccccc2)C(=O)NC1c1cccc(OC)c1OC (centres undefined)
5	-4	4	-18	1	5	6	3	4	Nc1nc(N)c2sc3nc4c(cc3c2n1)CCC4
13	-11	27	1	7	4	4	-4	1	O=C(CCOc1ccccc1)Nc1ccc(S(=O)(=O)N2CCCC2)cc1
1	-1	1	8	3	12	10	1	-2	CCOC(=O)C1CCCN(CCCc2ccccc2)C1 (centres undefined)
1	-1	-5	-12	2	5	0	-6	3	Cc1cc(C)nc(N2CCCC(C(=O)Nc3ccc4c(c3)OCCO4)C2)n1 (centres undefined)
1	-9	10	-9	4	-5	11	4	1	Cc1ccc(CSc2nc3c(c(=O)[nH]2)C(c2ccncc2)C2=C(CCCC2=O)N3)cc1 (centres undefined)
2	17	-32	-8	6	28	-6	12	2	COc1ccc(CNC(=O)c2ccc(=O)oc2)cc1OC
5	-5	14	1	1	-6	5	6	2	Cc1c(C(=O)N2CCOCC2)[nH]c2c1C(=O)CC(c1ccccc1Cl)C2 (centres undefined)
4	-14	18	-13	-4	12	-3	-4	-14	Cc1ccc(C(C(=O)NC(C)(C)C)N(C(=O)c2csnn2)c2cccc(F)c2)o1 (centres undefined)
6	14	-6	-28	0	11	-6	3	0	Cc1ccc(OCC(=O)Nc2cccc(O)c2)cc1C
6	-1	7	-22	5	16	5	3	8	COc1cc(CN2CC(C)OC(C)C2)cc(OC)c1 (centres undefined)
11	-7	-6	2	-3	-6	4	1	4	CCCCn1c(=N)n(CC(O)COc2ccccc2)c2ccccc21 (centres undefined)
-4	0	4	-9	2	2	-4	4	0	Cc1ccc(NCC(O)C(O)C(O)CO)cc1C (centres undefined)
0	-1	6	0	-3	·	9	3	4	Cn1c(=O)[nH]c(=O)c2c1nc(OC(=O)c1ccccc1)n2CC(O)COc1ccc(F)cc1 (centres undefined)
2	5	-6	-12	2	-5	-10	3	4	Brc1ccc2oc3c(N4CCOCC4)ncnc3c2c1
3	10	4	6	4	17	9	1	-1	O=S(=O)(N1CCOCC1)n1c(Cc2ccccc2)nc2ccccc21
10	6	-4	0	-3	0	4	-1	1	CCC(c1nnnn1CCc1ccccc1)N1CCN(C(=O)c2ccco2)CC1 (centres undefined)
-6	-8	8	-14	1	3	-4	1	13	O=C(c1ccco1)N1CCCSC1=Nc1ccccc1
8	12	13	2	6	-12	-1	-5	-19	COc1ccc(-c2cc(NCCc3ccncc3)n3ncnc3n2)cc1
0	-2	-4	-16	3	-28	8	2	2	COc1nc(-c2ccccc2)ccc1-c1noc(-c2ccc(F)cc2)n1
-5	3	-3	-11	-2	25	-2	2	6	Cc1cc(C)c(C#N)c(SCCS(=O)(=O)Cc2ccccc2)n1
12	-3	-3	5	3	-9	10	0	4	CCc1nc2ccccc2c(C(=O)OCC(=O)NCCCN2CCCC2=O)c1C
-22	-15	-1	-78	-3	0	-16	3	-1	COC(=O)c1[nH]c2ccccc2c1NC(=O)CN1CCCCCC1
6	0	-6	-44	3	·	-8	8	1	CCOc1nc(-c2ccc(OC)cc2)ccc1-c1noc(-c2cccnc2)n1

# Next section (five carried over from the part before).
FXIa inh mix	CatS block	AP complement	C1s block	CatB mix inh	CatL inh	CatG inh	CatB inh	FXIIa mix inh	smiles
0	-2	-4	-16	3	-28	8	2	2	COc1nc(-c2ccccc2)ccc1-c1noc(-c2ccc(F)cc2)n1
-5	3	-3	-11	-2	25	-2	2	6	Cc1cc(C)c(C#N)c(SCCS(=O)(=O)Cc2ccccc2)n1
12	-3	-3	5	3	-9	10	0	4	CCc1nc2ccccc2c(C(=O)OCC(=O)NCCCN2CCCC2=O)c1C
-22	-15	-1	-78	-3	0	-16	3	-1	COC(=O)c1[nH]c2ccccc2c1NC(=O)CN1CCCCCC1
6	0	-6	-44	3	·	-8	8	1	CCOc1nc(-c2ccc(OC)cc2)ccc1-c1noc(-c2cccnc2)n1
5	-5	7	0	-3	-10	-2	-5	-3	CCN(CCCNC(=O)C1CCN(S(=O)(=O)c2c(C)[nH]c(=O)[nH]c2=O)CC1)c1cccc(C)c1
1	8	-9	5	-5	1	6	3	-1	COc1ccc(-n2ncc3c(N4CCN(c5cccc(C)c5C)CC4)ncnc32)cc1
3	-2	9	-1	-11	5	12	1	1	Cc1cccc(NS(=O)(=O)c2cc(C(=O)OCC(=O)Nc3cc(C)on3)ccc2C)c1
-18	-3	18	7	3	-3	10	0	2	CCSC1=N/C(=C\c2ccc3c(c2)OCO3)C(=O)S1
-13	-17	11	-81	-9	1	-5	3	5	Cc1ccc(-c2[nH]c(=O)n3ccncc23)s1
4	-3	10	-26	3	-6	-1	-5	5	CC(=O)Nc1cccc(Cl)c1C(=O)O
5	-14	5	-21	-4	-22	1	-5	13	CCOC(=O)CCc1c(C)c2ccc(OCc3nn[nH]n3)cc2oc1=O
3	0	10	-27	4	·	1	-2	4	O=C(Nc1ccc(F)cc1F)c1ccco1
-3	5	7	15	5	-5	15	1	8	COc1ccccc1C(c1nnnn1CCc1ccccc1)N1CCN(c2ccccc2)CC1 (centres undefined)
9	0	4	4	6	0	2	1	3	O=C(Cn1c(NCCO)nc2ccccc21)c1ccccc1
4	1	2	-2	-5	9	-4	-2	0	CCN(CC)c1ccc(NC(=O)c2cc(OC)cc(OC)c2)c(C)c1
1	4	3	4	3	2	0	-2	0	CC1(C)CC(=O)C=C(Nc2ccccn2)C1
-5	-4	3	-16	-1	-7	3	4	-2	COC(=O)c1cccc(Oc2nc3c(c(=O)n(C)c(=O)n3C)n2Cc2ccc(C)cc2)c1
8	4	12	15	3	4	11	3	1	O=C(NCc1ccc(N2CCCC2=O)cc1)Nc1ccccc1
4	3	14	7	2	13	9	2	-2	O=C(NC1CCCCC1)N1CCCCCCC1
3	-1	-2	0	-4	-2	11	1	1	O=C(c1ccc(Cn2cc(Br)cn2)cc1)N1CCN(c2ccccc2)CC1
5	1	10	10	3	9	16	3	12	COc1ccc2c(c1)CCc1c(C(=O)N3CC4(C)CC3CC(C)(C)C4)noc1-2 (centres undefined)
-18	11	7	-40	1	3	-4	0	6	C=CCOc1cccc(C2C(C(=O)c3ccco3)=C(O)C(=O)N2CCN2CCOCC2)c1 (centres undefined)
5	-6	7	14	0	-7	8	-1	11	Cc1nc2ccc(S(=O)(=O)NC(C(=O)NC3CCCC3)C(C)C)cc2s1 (centres undefined)
1	-2	-4	2	2	2	6	0	-20	CCCCN1CCc2c([nH]c3c(C)cccc23)C1=O
13	3	1	2	-1	4	0	0	-8	CS(=O)(=O)N1CCN(c2ccccc2NC(=O)c2ccc(-c3ccc(Cl)cc3Cl)o2)CC1
4	22	1	-9	1	2	3	0	8	N#Cc1nc(COc2ccccc2)oc1NCCCn1ccnc1
2	3	7	18	5	-7	15	2	-10	COc1ccc(C(=O)CSc2nnc(CNc3ccc(C)cc3C)n2Cc2ccco2)cc1
2	-4	11	-23	1	16	4	6	2	C=CCn1c(=O)/c(=C/c2ccc(Cl)cc2)s/c1=C(/C#N)c1nnc2n1CCCCC2
-10	1	-8	6	-3	·	3	0	4	O=C(Nc1ccccn1)NC1CCS(=O)(=O)C1 (centres undefined)
-1	1	0	-10	2	-10	1	-5	11	Cc1ccc2c(c1)cc(CN(Cc1cccs1)C(=O)c1ccco1)c1nnnn12
5	1	10	38	1	11	7	1	6	CCOC(=O)N1CCC(NC(=O)Cn2ncc3ccccc32)CC1
7	6	19	14	5	3	10	1	11	COc1cccc(-n2nnc3c(=O)n(Cc4ccc(Cl)cc4)cnc32)c1
4	-6	16	3	2	-6	6	-1	7	N#Cc1ccccc1Sc1ccccc1C(=O)N1CCOCC1
19	6	-1	7	6	21	9	6	-11	Cn1cc(CN2CCN(c3ccccc3)CC2)c2ccccc21
11	-8	3	1	-2	-1	1	-1	-21	Cc1nnc(SC(C)C(=O)Nc2ccc(Cl)cn2)n1Cc1ccccc1 (centres undefined)
9	0	23	6	6	-3	3	2	1	COc1ccccc1C1/C(=C(/O)c2ccc(C)cc2)C(=O)C(=O)N1CC(C)O (centres undefined)
-4	-2	-3	3	10	0	1	3	10	CC(NC(=O)CSc1n[nH]c(=O)n1C1CC1)C12CC3CC(CC(C3)C1)C2 (centres undefined)
0	-2	5	-38	1	11	1	5	14	Cc1cccc(OCCC(=O)Nc2c(C)n(C)n(-c3ccccc3)c2=O)c1
4	-3	10	55	0	3	9	-1	1	O=C(CN1CCCCC1)NCCNC(=O)CN1CCCCC1
24	12	19	13	3	5	14	-4	-21	Cc1nc2ccc(NC(=O)c3ccc(Cl)s3)cc2s1
8	0	4	-3	-7	-2	10	2	7	Cc1noc(/C=C/N(C)C)c1S(=O)(=O)N1CCCC(C(=O)N2CCc3ccccc32)C1 (centres undefined)
15	-1	6	7	-3	3	19	3	9	C=CCNC(=O)C1CCCN(S(C)(=O)=O)C1 (centres undefined)
3	5	2	-35	5	10	-1	8	8	COC(=O)c1cc2ccsc2n1CC(=O)Nc1ccc(N(C)C)cc1
0	-1	2	-1	2	1	-8	2	4	COc1ccccc1NC(=O)c1ccccc1NS(=O)(=O)N1CCCC1
-5	4	4	-18	-3	6	-1	1	-13	O=C(Nc1nc2c(s1)CCCC2)c1ccc2ncsc2c1
2	10	18	10	3	20	10	4	6	CSc1nc2cc(S(=O)(=O)N3CCOCC3)ccc2s1
1	-6	-8	0	4	0	0	2	1	Cc1ccc(Cn2nnc3c(=O)[nH]c(C4CCN(C(=O)c5cccs5)CC4)nc32)cc1
-12	-18	5	-160	-7	-7	-14	-1	0	CC1CCc2c(sc(NC(=O)c3noc4c3CCCC4)c2C(N)=O)C1 (centres undefined)
-2	5	0	4	-5	32	10	-2	-1	O=C(c1cc(-c2ccccc2)on1)N1CCCC1
4	-2	9	-31	-1	·	16	4	-16	COc1ccc(C)cc1-n1nnnc1SCc1nc2ccccc2s1
7	5	15	-3	5	14	5	-5	5	CCOC(=O)c1[nH]c(C)c(C(=O)NCc2ccc(Cl)cc2)c1C
-1	4	-8	-19	-1	13	-30	3	13	CCC1CCCCN1Cc1ccc(OC)c(OC)c1 (centres undefined)
0	8	1	-16	2	-2	-3	6	1	O=C(COC(=O)c1cccnc1)c1ccc(Cl)cc1
10	3	12	15	0	·	9	5	-19	CCOC(=O)N1CCN(C(=O)C2CCN(Cc3nc(-c4ccccc4C)oc3C)CC2)CC1
1	-1	14	1	10	-4	10	3	4	FC(F)(F)c1cccc(N2CCN(c3ccc4nnc(-c5ccccc5)n4n3)CC2)c1
4	-8	10	-12	5	-3	7	3	2	CCCCC(=O)Nc1nnc(C)s1
3	0	7	-8	0	-4	-1	1	-1	Cc1cc(C)n2nc3nc(N4CCCC4)nc(-c4ccccc4)c3c2n1
-3	7	-4	5	15	·	8	2	9	CCc1ccccc1Nc1nc(N)nc(COC(=O)c2cccn2C)n1
5	-12	26	-45	2	·	-7	-3	3	O=C(CN1C(=O)CCC1=O)Nc1nc2c(F)cc(F)cc2s1
2	12	-8	-5	-1	3	-1	1	4	Cc1cccnc1N(C(=O)Nc1ccccc1)C1=NCC(C)(C)S1
1	-1	11	-31	5	2	-4	-7	2	COc1cccc(CN(C)C(=O)c2ccc(S(=O)(=O)N3CCCC3)cc2)c1OC
6	15	-13	-19	4	13	-8	6	14	COc1ccc2sc(NC(=O)c3ccco3)nc2c1
